DAX1 inh-1 = blocks DAX1 repression of SF-1 activated StAR promoter; inhibition, % at 6.8 µM; AID 652010; HEK293T StAR-luciferase reporter, SF-1/DAX-1 repression relief; 1.1% of 370,000 active;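 active = inhibition above the mean over all tested compounds plus 3 SD, cut at about 3.6% in these data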;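 note: 0% = DAX-1 cells with DMSO and 100% = cells lacking DAX-1 with DMSO; higher inhibition means more luminescence from relief of DAX-1 repression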
ADAM17 inh = inhibits human ADAM17; P78536; recombinant ADAM17, EDANS/DABCYL FRET peptide cleavage; inhibition, % at 6.95 µM; 0.83% of 370,000 active; AID 720648;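 active = inhibition above the mean of compounds lying between control limits plus 3 SD, set per campaign, cut at about 8.5% in these data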;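 note: 0% = DMSO-only wells as the low control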
PLCb3 inh = blocks human PLC-beta3 enzyme activity; Purified PLC-beta3, fluorogenic substrate, fluorescence; inhibition, % at 12.2 µM; 0.18% of 370,000 active; AID 720704; in the data active = inhibition above about 11%;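 note: 0% = median of compound wells on plate and 100% = full blocker control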
hcDAF-12 act = activates DAF-12 receptor from parasite H. contortus; HEK293 hcDAF-12 lit1-tk-luc reporter, luminescence; 0% DMSO, 100% Δ7-dafachronic acid; activation, % at 6.8 µM; 1.4% of 370,000 active; AID 652067;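 active = activation above the mean of all tested compounds plus 3 SD, cut at about 5.5% in these data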;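 note: 100% = response to 3 µM Δ7-dafachronic acid high control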
PLC-gamma1 inh = PLC-gamma1 (human) inhibition, primary screen; 0.84% of 370,000 active; purified PLC-gamma1, fluorogenic substrate, fluorescence; inhibition, % at 12.2 µM; AID 720700; in the data active = inhibition above about 9.5%
Target sequence (P19174 whole entry, looked up): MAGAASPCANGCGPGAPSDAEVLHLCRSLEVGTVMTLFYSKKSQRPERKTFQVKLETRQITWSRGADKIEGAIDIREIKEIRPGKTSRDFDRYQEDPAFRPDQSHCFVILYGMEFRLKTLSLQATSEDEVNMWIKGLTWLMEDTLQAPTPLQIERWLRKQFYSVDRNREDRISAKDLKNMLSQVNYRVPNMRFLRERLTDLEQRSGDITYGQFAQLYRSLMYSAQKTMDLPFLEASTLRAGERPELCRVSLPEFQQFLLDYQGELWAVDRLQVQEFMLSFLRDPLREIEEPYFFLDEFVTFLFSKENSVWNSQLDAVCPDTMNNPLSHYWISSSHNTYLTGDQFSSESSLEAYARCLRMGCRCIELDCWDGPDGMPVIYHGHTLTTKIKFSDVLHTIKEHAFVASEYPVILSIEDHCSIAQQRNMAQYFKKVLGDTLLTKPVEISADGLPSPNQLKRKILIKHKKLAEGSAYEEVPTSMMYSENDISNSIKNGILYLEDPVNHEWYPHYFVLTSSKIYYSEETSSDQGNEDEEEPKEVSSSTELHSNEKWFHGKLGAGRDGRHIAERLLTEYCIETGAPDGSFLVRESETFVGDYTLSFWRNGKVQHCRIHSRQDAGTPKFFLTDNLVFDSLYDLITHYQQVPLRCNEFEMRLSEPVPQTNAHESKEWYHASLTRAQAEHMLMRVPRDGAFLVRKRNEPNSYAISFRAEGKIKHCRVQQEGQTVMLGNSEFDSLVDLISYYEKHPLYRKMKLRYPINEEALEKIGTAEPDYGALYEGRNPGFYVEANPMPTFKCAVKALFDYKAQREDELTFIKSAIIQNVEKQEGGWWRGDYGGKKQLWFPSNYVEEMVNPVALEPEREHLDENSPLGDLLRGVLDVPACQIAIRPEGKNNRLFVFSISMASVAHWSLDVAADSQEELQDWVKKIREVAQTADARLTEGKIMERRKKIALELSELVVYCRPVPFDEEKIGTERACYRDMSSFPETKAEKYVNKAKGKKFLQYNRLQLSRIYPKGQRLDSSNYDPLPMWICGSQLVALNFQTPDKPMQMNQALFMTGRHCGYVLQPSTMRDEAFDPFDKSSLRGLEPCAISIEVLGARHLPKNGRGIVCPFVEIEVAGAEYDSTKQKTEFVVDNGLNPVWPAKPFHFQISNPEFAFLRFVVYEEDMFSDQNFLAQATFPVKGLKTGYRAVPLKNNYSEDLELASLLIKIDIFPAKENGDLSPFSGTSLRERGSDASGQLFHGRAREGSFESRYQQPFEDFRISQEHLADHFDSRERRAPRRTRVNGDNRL
ADAM10 inh = inhibitors of human ADAM10 | 0.62% of 370,000 active | recombinant ADAM10, EDANS/DABCYL FRET peptide cleavage, 3 h | AID 720582 | inhibition, % at 7 µM | O14672;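 active = inhibition above a per-campaign cutoff equal to the mean of compounds falling between control-based bounds plus 3 SD, cut at about 20% in these data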;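 note: 0% = DMSO wells while the 100% control is not disclosed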
DAX1 inh-2 = inhibitors of human orphan nuclear receptor DAX1 (NR0B1); P51843; HEK293 Gal4-DAX1 luciferase reporter, luminescence; inhibition, % at 6.75 µM; 0.99% of 340,000 active; AID 504766;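 active = inhibition above the mean over all tested compounds plus 3 SD, cut at about 4.2% in these data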;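 note: 0% = DAX1-transfected cells with DMSO and 100% = empty-vector control cells with DMSO; inhibition shows as a rise in luminescence from relieved DAX1 repression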
FXN GAA850 act = increases GAA850 frataxin promoter reporter activity. activation, % at 6 µM. HEK293 lucGAA850 FXN promoter luciferase reporter, 24 h; percent of 10 µM SAHA response. AID 540364. 0.56% of 360,000 active;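 active = activation above the average of all compounds screened plus 3 SD, cutoff fixed separately per campaign, cut at about 7.5% in these data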;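 note: 0% = DMSO wells and 100% = 10 µM SAHA wells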
hgDAF-12 ag = agonists of H. glycines DAF-12 nuclear receptor. activation, % at 6.8 µM. 1.8% of 370,000 active. HEK293 GAL4-hgDAF12 UAS-luciferase reporter, agonist luminescence; normalized to butyrate control;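 active = activation above a cutoff set at the mean of all screened compounds plus 3 SD, cut at about 10% in these data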;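 note: 0% = DMSO wells and 100% = sodium butyrate wells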
ssDAF-12 act = S. stercoralis DAF-12 activation, primary screen | HEK293 ssDAF-12/GRIP1 lit1-tk-luc reporter, luminescence; % of 3 µM dafachronic acid response | activation, % at 6.8 µM | 1% of 370,000 active | AID 652126;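 active = activation above the mean over all tested compounds plus 3 SD, cut at about 0.9% in these data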;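 note: 0% = DMSO-only wells and 100% = 3 µM delta7-dafachronic acid wells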
HGIII-sPLA2 inh = Blocks human group III sPLA2 activity; QFRET BODIPY PC-A2 liposome hydrolysis, fluorescence; AID 743126; 0.56% of 370,000 active; inhibition, % at 12.2 µM; Q9NZ20;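 active = inhibition above mean plus 3 SD of compounds lying within the high and low control bounds, cut at about 19% in these data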;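 note: 0% = median of test compound wells and 100% = no enzyme DMSO wells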
The depositor's hits bear a star; . = not tested or not shown.

Fields – DAX1 inh-1, ADAM17 inh, PLCb3 inh, hcDAF-12 act, PLC-gamma1 inh, ADAM10 inh, DAX1 inh-2, FXN GAA850 act, hgDAF-12 ag, ssDAF-12 act, HGIII-sPLA2 inh
> O=C(COc1ccc([N+](=O)[O-])cc1)NNC(=S)NC(=O)c1ccc(Br)cc1
  0.2, 8, -1, -0.1, 3, 15, 0.7, 2.0, -0.9, -0.8, -2
> O=C(CC1CCCCC1)Nc1c2c(nn1-c1ccc(F)cc1)CS(=O)(=O)C2
  -0.8, -6, 1, -0.6, -1, -5, 0.3, 0.9, 1.1, -1.0, -3
> CN(C(=O)COn1nnc2ccc(Cl)cc21)C1CCS(=O)(=O)C1 (centres undefined)
  -0.3, -9, -5, 0.1, 1, -18, -0.7, 1.4, 2.9, -1.1, 5
> Cn1c(SCCC#N)nnc1-c1ccccc1F
  -0.2, -2, -2, -0.3, 1, 8, 1.1, -0.1, -4.2, -1.8, 3
> CCc1ccc(C(=O)/C=C2\Sc3ccccc3NC2=O)cc1
  -0.7, 8.8*, 0, 1.6, 1, 16, -0.8, -0.1, -1.3, -1.0, 41*
> O=C(NCc1nnc(SCC(=O)N2CCOCC2)o1)c1ccccc1
  0.1, 3, 5, -1.1, 6, -3, 1.3, 0.2, -3.1, 0.0, -3
> Nc1nnc(SCC(=O)NNC(=O)c2ccc(Cl)cc2)s1
  -0.4, 0, 3, -0.6, 1, 7, -0.3, 0.3, 0.2, -0.1, -13
> C=CCn1c(SCc2n[nH]c(=S)n2-c2ccccc2)nnc1-c1ccccc1
  -0.3, -6, -7, -0.3, -2, -15, -1.0, 0.7, -0.2, -0.3, 20*
> NC(=S)Nc1nc2ccccc2[nH]c1=O
  -0.1, 1, 5, 5.8*, 8, 0, ., ., 0.0, 0.7, 4
> CCOC(=O)N1CCN(C(=O)CCN2C(=O)/C(=C\c3cccc(OC)c3)SC2=S)CC1
  0.5, -1, -4, 0.6, -3, -6, -1.1, -0.8, 0.6, -1.3, -4
> COc1ccc(/C=N/NC(=O)c2[nH]c3ccc(Br)cc3c2-c2ccccc2)c(C(=O)O)c1OC
  0.1, -6, -121, 2.9, -83, -10, -0.2, 0.3, 3.0, 0.4, -11
> Cc1cc(C)c(C(=O)c2ccc(C(=O)NC(C)(C)C)cc2)c(C)c1
  -1.1, -1, 3, 1.3, 2, 5, 0.2, -1.7, -2.2, -1.4, -2
> CC(OC(=O)c1ccc(F)cc1)C(=O)Nc1nc(-c2cccc([N+](=O)[O-])c2)cs1 (centres undefined)
  0.7, 0, 4, -1.5, -1, -1, -1.0, -1.9, 2.2, -1.4, -3
> Nc1c(-c2ccc(C(F)(F)F)cc2)nc2ncccn12
  0.1, -4, -52, -1.8, -48, -8, ., ., 5.0, -0.4, 1
> CCCn1nnc(NC(=O)COc2ccccc2Cl)n1
  1.0, 5, 7, -0.6, 2, 4, 0.0, 5.7, 2.5, -0.9, 3
> CC(C)(C)c1ccc(-n2ncc3c2CCCC3NC(=O)CN2CCCC2=O)cc1 (centres undefined)
  -3.4, 1, -8, -4.2, -2, 3, -1.7, -1.5, -6.2, -1.4, -4
> O=C1NC(c2ccc(Br)cc2)=N/C1=C/c1ccco1
  1.0, -1, -8, 4.8, -5, -4, 0.2, 4.9, 7.9, 0.0, -9
> O=[N+]([O-])c1cccc(NC(=S)N2CCN(c3ccccn3)CC2)c1
  -0.1, -2, -7, 1.4, 1, -11, 0.1, -0.3, -3.1, -1.2, 6
> COC(=O)Cn1c(-c2ccc(OC)cc2)c(-c2ccc(OC)cc2)nnc1=O
  -0.6, -1, -41, -1.1, -26, 3, -0.6, 2.2, -0.5, -0.9, 12
> O=C(NCc1cccnc1)C(=O)NCC1OCCN1S(=O)(=O)c1cc(F)ccc1F (centres undefined)
  -0.2, -1, -6, -3.2, 3, 10, -1.7, 1.1, -1.4, -1.3, 1
> O=C(CNC(=O)c1ccc(Br)cc1)Nc1ccc2c(c1)CCC2
  2.1, -2, -6, 0.8, 2, 7, -0.5, 2.5, 4.2, 0.1, -3
> O=C(N/N=C\c1c[nH]c2ccccc12)c1ccc(O)cc1
  0.2, -8, -19, 9.7*, -10, -7, 1.7, -0.6, 9.1, 1.4*, 9
> CN(C)c1ccnc2sc3c(=O)n(-c4ccccc4)cnc3c12
  -0.7, -32, -21, -1.4, -14, -76, 1.1, -1.9, 1.0, -0.9, 9
> Cc1cc(C)c2c3c(sc2n1)C(=O)N(c1ccccc1)CC(=O)N3
  -0.1, -3, -7, -0.6, -2, 1, -0.1, -0.8, -1.1, -1.3, 3
> Cc1ccc(C(C)C)c(OCCCn2ccnc2C)c1
  0.2, 0, -5, -1.3, 5, 10, 0.3, 2.3, -1.6, -1.8, -19
> O=C(c1ccc(Br)cc1)N1CCCC(c2nc(-c3cccs3)no2)C1 (centres undefined)
  -0.6, 0, 1, -1.8, 3, 2, -1.0, 0.1, -3.6, -1.2, -6
> O=C1OC(c2ccc(Cl)cc2)=C/C1=C/c1cccnc1
  0.4, -5, -9, -2.1, -2, 1, 0.0, 1.9, -0.2, -0.3, 6
> CC(C)c1ccc(NC(=O)c2cccc(NC3=NC4CS(=O)(=O)CC4S3)c2)cc1 (centres undefined)
  1.9, 8, 0, 0.8, 9.6*, 20, 1.0, 1.9, 2.7, -1.0, -6
> O=C(O)/C(=C/c1cccnc1)NC(=O)c1ccccc1
  0.0, -2, 1, -1.6, 0, -4, 0.2, 2.1, -0.8, -1.1, -3
> CCN(c1ccc(C)cc1C)S(=O)(=O)c1nnc(NC(=O)c2ccco2)s1
  -0.1, 3, -81, 1.3, -53, -5, -0.2, 1.9, 0.1, -0.9, -16
> C/C(N)=C(/C#N)C(=O)CSc1nc2scc(-c3ccccc3)c2c(=O)n1C
  0.5, 0, -6, 2.1, 3, 7, -0.1, 1.5, 0.9, -0.6, -5
> CCOC(=O)c1cc(-c2ccc(N3CCOCC3)cc2)nn1-c1ccccc1
  -1.4, -1, -15, -3.1, -16, 4, -1.2, 3.4, 0.0, -1.6, 1
> CS(=O)(=O)N1CCN(C(=O)c2csc3ccccc23)CC1
  -0.6, -2, 6, -1.5, 3, 4, 0.5, -1.1, -0.6, -1.3, 3
> CCCS(=O)(=O)N1CCN(C(=O)c2cccc(OC)c2)CC1
  -0.3, -7, -3, -2.5, 1, 5, 0.0, 0.1, -0.4, -0.3, 4
> CN(c1ccccc1)S(=O)(=O)c1ccccc1Br
  0.1, -3, 3, -1.0, 0, -4, 0.5, 0.8, -1.1, -1.0, 0
> Cc1ccc(NC(=O)CCN2CCc3ccccc3C2)cc1
  0.0, -1, -1, -0.8, 4, 4, 0.3, 3.0, 1.8, -1.1, -2
> CCCCOCCCNC(=O)C[C@H]1C[C@@]2(C(=O)OC)C(=C[C@H](C(C)C)O[C@@H]2C2CC2)N(Cc2ccc3c(c2)OCO3)C1=O
  -0.1, 3, 1, 0.8, 1, 10, ., ., -3.4, -1.9, -1
> CC12CCCc3c(O)cc(=O)n(c31)-c1ccccc12 (centres undefined)
  0.2, -1, -5, -1.1, 1, 0, -1.7, -0.1, -0.8, -1.5, 7
> COc1ccc(CC(N)c2csc(Nc3ccccn3)n2)cc1 (centres undefined)
  -1.2, 9, 9, -0.7, 15*, 9, ., 1.2, 0.1, -1.0, 5
> CCN(CC)CCNC(=O)c1cccc(NC(=O)C(=O)c2cc(Br)ccc2NC(C)=O)c1
  0.9, -4, -10, -1.5, 2, -4, 0.1, -1.3, 4.0, -1.7, 1
> COc1ccc(CCn2c(N)c(C#N)c3nc4ccccc4nc32)cc1OC
  -1.4, -33, -201, -2.2, -177, -85, 0.8, -0.3, -4.8, -1.0, -13
> C=CCc1c(C)nc(-c2ccccc2)nc1Nc1ccc(O)cc1
  -1.0, 2, -3, -2.2, 0, 4, -0.2, 3.2, -1.5, -1.3, -8
> CN1CCN(S(=O)(=O)c2cccc(C(=O)Nc3sc4c(c3C(N)=O)CCCC4)c2)CC1
  -0.2, -1, -35, 0.8, -27, 2, 0.7, -1.5, 0.0, -1.0, -10
> Cc1nc(CSc2ccccc2)cc(=O)[nH]1
  -0.3, 0, 0, 0.8, -1, -2, 0.6, -1.0, 2.0, -1.4, 1
> COC(=O)/C(=C\Nc1ccccc1N)c1ncc(C(F)(F)F)cc1Cl
  4.3*, -2, -5, 5.7*, -3, -7, 1.3, 2.4, 12*, 0.7, 0
> COc1ccc(N(CC(=O)Nc2cc(C)ccc2OC)S(=O)(=O)c2c(C)noc2C)cc1
  0.1, 2, -3, 0.7, 0, 7, -1.8, -2.2, -1.2, -0.9, -7
> Cc1ccc(Oc2nc(CN3CCOCC3)nc3sc4c(c23)CCC(C)C4)cc1 (centres undefined)
  0.0, 3, -6, 0.1, -4, -8, -1.9, -2.6, -3.1, -1.0, -3
> CC(O/N=C(\N)c1ccccc1)C(=O)Nc1cccc(C(F)(F)F)c1 (centres undefined)
  -0.5, -2, -6, -0.4, 1, -14, 0.6, 0.4, -0.1, -1.2, -10
> CCOC(=O)NC(NCc1cccc(C(F)(F)F)c1)(C(F)(F)F)C(F)(F)F
  0.0, -5, -1, -1.4, 2, -1, 0.4, 2.1, -1.2, -0.7, 6
> CC(OC(=O)Cc1n[nH]c(=O)c2ccccc12)C(=O)N(C)c1ccccc1 (centres undefined)
  -0.8, 2, 1, -1.7, 2, 3, 1.5, -1.8, 1.8, -0.9, -6

Continuation.
Fields – DAX1 inh-1, ADAM17 inh, PLCb3 inh, hcDAF-12 act, PLC-gamma1 inh, ADAM10 inh, DAX1 inh-2, FXN GAA850 act, hgDAF-12 ag, ssDAF-12 act, HGIII-sPLA2 inh
> Cn1c(C(C(=O)NCC2CCCO2)N(C(=O)Cn2nnc3ccccc32)C2CCCCC2)nc2ccccc21 (centres undefined)
  -0.3, -1, 1, -0.7, 2, 2, 0.9, -3.5, -2.8, -1.3, -7
> CC(C)C1=NN(C(=O)c2ccccc2)C(O)(C(C)(C)C)C1 (centres undefined)
  0.8, 0, -1, 0.1, 2, 5, 1.9, 1.6, 12*, 0.0, 3
> O=C(NCc1ccccc1)C1=C[C@H](C2CC2)C[C@H](OCCCCO)O1
  -0.2, -2, -1, -1.1, -2, 9, 0.3, 1.8, 0.8, -1.0, 8
> COCCc1nnc(NC(=O)C(C)C)s1
  0.1, 1, -3, -1.5, 2, -2, 1.2, 1.2, 1.8, -0.9, 2
> Cn1c(N)c(C(=O)NCc2ccccc2)sc1=S
  0.1, -3, -2, -0.2, -2, -3, -0.5, -0.9, -1.3, -0.4, 2
> Cn1c(=S)c2[nH]c(SCc3cccnc3)nc2n(C)c1=O
  0.0, -31, -28, -0.6, -18, -123, 1.8, -0.4, 0.1, -1.5, 10
> Nc1ccccc1C#Cc1ccc2[nH]ccc2c1
  1.4, -17, -49, 3.1, -31, -56, 7.2*, 3.6, 14*, 0.2, 8
> CS(=O)(=O)c1ccc(-c2cccc(NC(=O)COc3ccccc3)c2)nn1
  -0.7, -1, -5, 1.1, 0, -1, -0.6, 1.7, 1.6, -0.4, 1
> NC(c1csc(Nc2cc(Oc3ccccc3)ncn2)n1)c1ccccc1Cl (centres undefined)
  -3.7, 2, -15, -0.6, 0, -7, ., 0.6, 2.9, -2.0, 21*

Screening results from PubChem BioAssay.
